High-throughput results: PubChem, The Scripps Research Institute Molecular Screening Center
TAAR1 antagonist: human TAAR1 antagonism; Q96RJ0; CHO RD-HGA16 TAAR1, Fluo-8 calcium fluorescence, antagonist; inhibition, % at 3 µM; hit rate 1.5% among 360,000;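 active = inhibition above a per-plate cutoff, the mean inhibition of test compounds on that plate plus 3 SD, cut at about 49% in these data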;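 note: 0% = DMSO plus EC80 beta-PEA response and 100% = DMSO alone without agonist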
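System: RD-HGA16 CHO cells with stable hTAAR1 and Gα16 | Probe or stimulus: EC80 β-phenethylamine stimulus | Dosing: 3 µM, single point | Times: Dye loading 75 min at 37 °C, then 30 min room temperature | Measured by: Fluo-8 calcium-sensitive fluorescence | Read-out basis: % inhibition of agonist calcium response | Replicates: n of 1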
CHO-K1 Ca PAM: M1 PAM counterscreen hit in parental CHO-K1 cells. ATP EC20, Fluo-8 calcium fluorescence; 0% at ATP EC20, 100% at ATP max. activation, % at 3 µM. hit rate 0.02% among 360,000. AID 602247;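 active = activation above the run cutoff, the mean activation of all test compounds plus 3 SD, cut at about 40% in these data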;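 note: peak over basal fluorescence ratio in a 140 s read after ATP addition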
CHO parental Ca: counter-screen for OX1R antagonists: effect in parental CHO cells | parental CHO-K1, ATP-induced calcium, Fluo-8 fluorescence | inhibition, % at 5.6 µM | AID 463079 | hit rate 0.63% among 330,000;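 active = inhibition above that plate's mean sample inhibition plus 3 SD, cut at about 26% in these data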;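 note: 0% = ATP-challenged DMSO wells and 100% = DMSO wells without ATP; some compounds past the cut are filed as inactive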
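Assay system: untransfected parental CHO cell line. Also added: ATP agonist challenge. Dosing: one dose, 5.6 µM nominal. Measured by: Fluo-8 fluorescence. Read-out: % inhibition. Benchmarks: ATP wells versus no-ATP DMSO wells. Repeats: no replicates.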
CHO-K1 Ca antag: nonselective inhibitor or artifact in parental CHO-K1 cells; ATP-induced calcium, Fluo-8 fluorescence; inhibition, % at 3 µM; hit rate 0.6% among 360,000; AID 602250;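 active = inhibition above a per-plate cutoff, the plate's mean sample inhibition plus 3 SD, cut at about 24% in these data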;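 note: 0% = DMSO plus EC80 ATP and 100% = DMSO alone without ATP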
TAAR1 agonist: agonists of human TAAR1; hit rate 0.99% among 360,000; activation, % at 3 µM; AID 624467; CHO RD-HGA16 TAAR1, Fluo-8 calcium fluorescence; vehicle wells 0%, saturating PEA agonist 100%; Q96RJ0;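 active = activation above the mean activation of all test compounds in the run plus 3 SD, cut at about 38% in these data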
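Test system: RD-HGA16 (CHO) cells co-expressing Gα16 and hTAAR1 | Doses: Single dose, 3 µM | Schedule: 17-24 h seeding, 75 min 37 °C dye, 30 min RT | Evaluation: % activation from peak over basal fluorescence ratio, DMSO-to-PEA scaled | Technique: Kinetic Fluo-8 calcium fluorescence | Benchmarks: Low control DMSO, high control PEA (EC100)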
M1 ag: activates human CHRM1 receptor. CHO-K1 hM1, Fluo-8 calcium fluorescence, agonist mode; 0% DMSO, 100% acetylcholine EC100. activation, % at 3 µM. hit rate 0.33% among 360,000;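 active = activation above the run's mean compound activation plus 3 SD, cut at about 16% in these data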;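 note: peak over basal fluorescence ratio within a 140 s kinetic read after compound addition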
Target sequence (P11229 whole entry, looked up): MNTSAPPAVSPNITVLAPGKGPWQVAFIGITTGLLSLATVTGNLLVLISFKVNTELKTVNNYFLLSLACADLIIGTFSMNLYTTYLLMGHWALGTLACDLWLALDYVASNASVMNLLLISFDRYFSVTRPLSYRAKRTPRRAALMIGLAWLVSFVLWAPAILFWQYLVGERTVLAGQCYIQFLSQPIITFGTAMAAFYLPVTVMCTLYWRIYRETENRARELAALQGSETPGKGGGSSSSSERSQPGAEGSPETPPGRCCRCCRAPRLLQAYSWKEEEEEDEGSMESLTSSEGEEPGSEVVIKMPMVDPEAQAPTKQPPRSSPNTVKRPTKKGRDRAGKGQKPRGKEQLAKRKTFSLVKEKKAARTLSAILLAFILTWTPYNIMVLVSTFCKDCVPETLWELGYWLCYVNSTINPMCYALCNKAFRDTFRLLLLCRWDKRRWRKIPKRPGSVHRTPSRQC
M1 ag parental: counter-screen for M1 agonists: effect in parental CHO-K1 cells | activation, % at 3 µM | hit rate 0.48% among 360,000 | Fluo-8 calcium fluorescence; scaled to maximal ATP response, vehicle zero | AID 602248; in the data active = activation above about 15%;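 note: untransfected CHO-K1 host cells lacking M1 receptor as counterscreen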
OXTR potentiate: potentiators of human oxytocin receptor; P30559; CHO-OTR cells, Fluo-8 calcium fluorescence, potentiator mode; 0% = oxytocin EC15, 100% = EC100; activation, % at 3 µM; hit rate 0.061% among 320,000; AID 2445;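 active = activation above that plate's cutoff, the mean activation of tested compounds plus 3 SD, cut at about 6.6% in these data, passing the limit was not always enough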;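 note: 100% uses oxytocin at 75 nM as the full agonist control; some results filed as inactive read as strong as hits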
Target sequence (P30559 whole entry, looked up): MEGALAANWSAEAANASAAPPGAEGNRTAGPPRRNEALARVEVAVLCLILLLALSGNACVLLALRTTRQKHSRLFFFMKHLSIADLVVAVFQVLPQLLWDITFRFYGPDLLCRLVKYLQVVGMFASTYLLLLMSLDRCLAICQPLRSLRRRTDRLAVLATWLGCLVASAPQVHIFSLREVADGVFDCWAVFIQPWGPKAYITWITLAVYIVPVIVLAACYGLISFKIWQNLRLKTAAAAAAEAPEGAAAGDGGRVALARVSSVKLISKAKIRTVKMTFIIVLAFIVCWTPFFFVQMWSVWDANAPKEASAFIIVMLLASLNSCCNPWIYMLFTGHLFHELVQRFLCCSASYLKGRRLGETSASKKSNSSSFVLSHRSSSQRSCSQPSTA
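System: human OTR in CHO cells / Also added: sub-maximal oxytocin, roughly EC15 / Control set: EC15 oxytocin low, 75 nM oxytocin high / Schedule: 6 min compound pre-incubation at room temperature, 100 s kinetic read / Compound: single-point 3.0 µM / Replication: singlicate / Technique: Fluo-8 calcium dye fluorescence / Read-out basis: % activation of max/min ratio relative to oxytocin controls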
V1R ag counter: counter-screen for oxytocin receptor agonists: human V1a receptor agonists. P37288. CHO-V1R cells, Fluo-8 calcium fluorescence, agonist mode; 0% DMSO, 100% 3 nM vasopressin. activation, % at 3 µM. hit rate 0.25% among 320,000. AID 2797;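 active = activation above the mean activation of all tested compounds plus 3 SD, per screening run, cut at about 20% in these data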;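 note: signal is peak over basal fluorescence ratio across a 100 second FLIPR read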
* = called active by the depositor; nt = no result given.

SMILES	TAAR1 antagonist	CHO-K1 Ca PAM	CHO parental Ca	CHO-K1 Ca antag	TAAR1 agonist	M1 ag	M1 ag parental	OXTR potentiate	V1R ag counter
C/C(=N\Nc1nnc(C)c(=O)[nH]1)C(=O)O	1	10	-1	-7	6	-4	0.6	5	-0.2
Cc1ccc(/C=C/C(=O)C2C(=O)c3ccccc3C2=O)cc1	-10	9	-12	-3	-3	-7	-0.1	-2	0.1
CN(Cc1ccccc1)C(=O)c1ccccc1NC(=O)C1CC1	-5	-4	-1	4	3	-6	1.6	0	0.1
CC(=O)c1cccc(NS(=O)(=O)c2c(C(=O)N3CCOCC3)c(C)n(C)c2C)c1	4	-12	-5	-2	1	-2	0.7	-4	0.6
COc1cc(OC)cc(-c2c(-c3cccs3)c3cc(-c4cnc(N)nc4)ccc3n2C)c1	28	7	-24	-22	18	-2	-0.1	2	0.3
Cn1c(=O)n(C)c2cc(N3CCOCC3)c(NC(=O)c3ccc(F)cc3)cc21	-1	-19	7	6	2	1	0.2	-15	0.5
CCC(C)c1ccccc1NC(=O)CN(CC)CC(=O)Nc1ccc2c(c1)OCCO2 (configuration not stated)	-4	2	-23	-12	4	-4	0.3	-5	0.2
O=C(Cc1ccc(S(=O)(=O)N2CCOCC2)s1)NCCc1ccc(F)cc1	4	7	-18	-17	7	-4	1.9	-7	0.2
[O-][n+]1cccc2c(Br)cc(Br)c(O)c21	4	9	30*	3	6	-8	0.8	-11	0.0
O=C1CSC(=Nc2ccccc2)N1	7	5	-2	10	1	-2	-0.5	0	0.1
CCCN(CCC)CCCNC(=O)c1cn(-c2ccc(OC)cc2)c(=O)c2ccccc12	-10	-9	-14	-13	2	-8	0.0	-7	4.2
Cn1c(=O)n(Cc2ccccc2F)c(=O)c2c1nc1n2CCN1Cc1ccco1	-12	3	-46	-6	2	-2	0.4	-9	-0.5
CCn1nnc(NC(=O)CSc2ccc(Cl)cc2)n1	nt	14	-13	-2	nt	-2	0.6	2	-0.2
CCc1cc2ccc(C)cc2nc1SCC(=O)c1ccc(NC(C)=O)cc1	-22	1	-28	0	4	3	-0.3	-6	2.8
O=c1c2c(n3nnnc3n1-c1ccccc1)-c1ccccc1CC21CCCC1	-3	17	-2	-10	7	-2	0.0	6	0.3
Cc1cc(OCC(=O)Nn2cnnc2)c(C)cc1Br	-1	14	0	2	4	-2	0.7	2	0.2
CC(C)(C)C(=O)NNC(=O)c1cnccn1	-12	24	-3	-14	1	-2	1.8	-25	0.8
O=C(Nc1ccc(F)cc1F)Nc1sccc1-c1nc2ccccc2s1	12	-11	-35	9	6	-1	0.4	-10	-0.3
S=c1[nH]nc(-c2ccccc2)n1/N=C/c1ccc(-c2ccccc2Cl)o1	-10	8	-2	-7	-2	-7	2.7	-10	1.2
Cc1ccc(S(=O)(=O)NCC2CCC(C(=O)N3CCOCC3)CC2)cc1 (configuration not stated)	-14	17	0	-19	4	-6	3.8	-12	0.9
COCCNc1cnn(-c2ccccc2)c(=O)c1Cl	-12	-16	0	7	3	0	-0.6	-6	0.1
Cc1ccc(C(=O)Nc2nc(C)c(C(=O)Nc3ccc4c(c3)CCC4)s2)cc1	15	15	-15	-12	-2	-13	0.2	-1	-0.4
O=C(Nc1ccon1)c1cc(-c2ccccc2)nc2ccccc12	14	17	-26	1	13	2	5.5	-10	-0.1
N#CCSc1ccc2nc(-c3ccccc3)cn2n1	-15	14	-11	-20	2	-3	2.4	-16	-0.2
COc1ccc(OC)c(C(=O)NC2CCCc3c2cnn3-c2cc(C)cc(C)c2)c1 (configuration not stated)	-18	5	nt	-1	-2	-7	1.2	nt	nt
SMILES	TAAR1 antagonist	CHO-K1 Ca PAM	CHO parental Ca	CHO-K1 Ca antag	TAAR1 agonist	M1 ag	M1 ag parental	OXTR potentiate	V1R ag counter
COC(=O)c1ccc(NC(=O)COc2cccc3c2OC(C)(C)C3)cc1	7	-10	-9	11	0	-3	-0.2	-7	-1.8
COc1cccc(CNC(=O)COC(=O)c2ccc(-c3ccc(O)cc3)cc2)c1	4	11	nt	-4	8	3	5.8	nt	nt
COc1ccc(CCNC(=O)c2cnn(-c3ccc(C)c(C)c3)c2NC(=O)c2ccco2)cc1OC	1	11	-10	-14	5	-6	0.4	-4	-1.0
COc1ccc(S(=O)(=O)N(CC(=O)N/N=C/c2cccs2)c2cc(C)cc(C)c2)cc1OC	47	-3	-26	8	13	-2	12	-5	1.6
CCCCN(C(=O)NC(=O)Nc1cccc(C)c1C)S(C)(=O)=O	25	23	5	-8	70*	13	5.7	-13	8.7
CCOc1ccc(S(=O)(=O)Nc2cccc(OC)c2)cc1	15	1	-12	3	14	-5	4.2	-6	4.8
COC(=O)c1ccc(N2CCN(C(C)=O)CC2)c(NC(=O)COc2ccccc2C)c1	27	2	-14	-9	7	0	4.8	-1	2.1
C=CCCC(=O)N1C[C@H]2CON(C)[C@H]2C[C@H]1c1ccc(N2CCCCC2)cc1	-5	9	nt	7	1	-7	0.3	nt	nt
Cn1c2ccccc2c(=O)c2ccc(C#CC3(N)CCCCC3)cc21	10	22	-19	-15	14	-7	4.3	-10	0.0
Cc1ccc(C)c2sc(NC(=O)c3nc4ccccc4s3)nc12	5	17	5	-15	1	-5	0.6	2	1.2
Cc1ccc2c(c1)C1CN(C)CCC1N2C(=O)c1ccccc1NS(=O)(=O)c1ccc(F)cc1C (configuration not stated)	4	-4	-19	6	3	-8	0.2	1	0.6
CC(C)NS(=O)(=O)c1ccc(Br)c(C(=O)OC(C)C(=O)NC2CCCCC2C)c1 (configuration not stated)	-4	-33	-36	-12	5	0	2.5	-5	1.6
O=C(COC(=O)CC1CC2CCC1C2)NC(=O)NC1CCCC1 (configuration not stated)	-1	23	3	-10	-1	-1	0.6	-5	0.0
COc1ccc(CCn2c(=N)c(S(=O)(=O)c3ccc(Cl)cc3)cc3c(=O)n4ccccc4nc32)cc1	-22	11	-16	-11	1	-1	0.1	-9	-0.1
CCc1ccc(NC(=O)NNC(=O)c2ccc3ccccc3c2O)cc1	-1	8	nt	-5	-1	-3	1.0	nt	nt
COc1ccc2nc(NC(=O)c3ccc(-n4nc(C)cc4C)cc3)sc2c1	21	-8	-20	16	11	-2	-0.2	0	0.4
COc1cccc(-c2nc(=S)c3c(n2CCCO)CCCC3)c1	-11	17	-8	-16	9	-13	0.6	4	0.0
O=C1NC(=O)N(Cc2ccccc2)C1=O	16	1	1	-7	-2	-3	2.7	-8	1.3
CCN1CCN(C(=O)Cn2ncc3ccsc3c2=O)CC1	-1	10	-2	0	2	-2	0.3	0	0.1
CCCn1c(=O)c(C(=O)NCCc2ccc(OC)c(OC)c2)c(O)c2ccccc21	-1	3	nt	-4	3	0	0.0	nt	nt
CCOCc1nnc(NC(=O)CCS(=O)(=O)Cc2ccccc2)s1	-14	-4	4	-7	3	-1	0.8	-1	1.0
COc1ccc(Cl)cc1NC(=O)CN1C(=O)CSC1=O	12	2	-17	-12	8	-3	0.0	-16	0.6
C/C(COc1ccccc1)=N\NC(=O)c1nnn(-c2nonc2N)c1-c1ccc(C)cc1	-30	4	nt	3	6	-2	0.3	nt	nt
CCOc1cc(C)nc(N2CCCC(C(=O)NCc3ccccc3F)C2)n1 (configuration not stated)	4	-7	-20	-6	10	-7	1.5	-6	-1.6
CCS(=O)(=O)N1Cc2ccccc2CC1C(=O)Nc1nc2c(C)cccc2s1 (configuration not stated)	-2	0	-13	3	0	-5	-0.1	-5	-0.6
SMILES	TAAR1 antagonist	CHO-K1 Ca PAM	CHO parental Ca	CHO-K1 Ca antag	TAAR1 agonist	M1 ag	M1 ag parental	OXTR potentiate	V1R ag counter
COc1ccc(N2CC(C(=O)Nc3nnc(SCC(=O)c4ccccc4)s3)CC2=O)cc1 (configuration not stated)	12	24	-15	-15	3	-4	2.0	-2	1.6
COC(=O)c1ccc(NC2CC(=O)N(c3ccccc3C)C2=O)cc1 (configuration not stated)	4	6	-5	4	9	1	1.1	-10	1.5
O=C1Nc2ccccc2/C1=N\N=C\c1ccc(O)c(O)c1	-25	10	0	-9	0	-2	1.1	0	0.3
CCc1ccc(/C=N/Nc2ncnc3nc[nH]c23)cc1	-25	25	-12	-22	-4	-5	-0.4	-6	-1.1
C/C(=N\Nc1cccc2cccnc12)c1ccc(C)cc1	-6	10	-13	-19	0	-2	0.3	-5	0.2
CCCn1c(NCc2cccc(OC)c2OC)nc2ccccc21	9	11	-11	-14	2	-5	1.0	-10	1.6
Cc1cc(C)n2nc(C(=O)N3CCCC(Nc4ccc(F)c(F)c4)C3)cc2n1 (configuration not stated)	-12	-3	-9	1	2	-1	0.7	-6	-0.7
CCC/C=C(\CCC)C(NS(=O)(=O)c1cccc2cccnc12)c1ccc(C(=O)OC)cc1 (configuration not stated)	5	nt	-25	nt	2	nt	nt	-14	2.4
Nc1ccc(S(=O)(=O)NC2=NCCCCC2)cc1	-15	13	-14	-10	2	-4	1.9	1	1.4
CCCCC(=O)c1c(O)c2ccccc2oc1=O	-23	-2	-8	2	-1	-2	0.1	-15	-0.3
CCN(CC)C(=O)c1cn(C)c2ccc(S(=O)(=O)N(CC)CC)cc2c1=O	8	13	2	-5	0	-4	0.8	-4	0.3
CCc1ccc(CNC(=O)CCn2nc(C)c3c(C)n(-c4ccccc4)nc3c2=O)cc1	-15	-2	-9	1	-2	-3	0.0	-4	-0.5
O=C(CNS(=O)(=O)c1ccccc1)NCc1cccnc1	-2	16	1	-4	1	-5	0.9	-1	0.0
Cc1cc(C)c(S(C)(=O)=O)c(=O)[nH]1	-16	15	-19	-4	9	-6	0.8	4	2.4
Cc1ccc(N(CC(=O)NC2CCCCC2)S(=O)(=O)c2c(C)noc2C)cc1	-23	-6	-14	-11	-1	0	0.6	-4	0.3
O=C(c1ccccc1)N1CCN(C(=O)c2nn3c(C(F)(F)F)cc(-c4ccco4)nc3c2Br)CC1	-2	11	-8	-19	-2	-8	1.3	-8	-1.0
CCOC(=O)N1CCN(C(=O)CSc2ncnc3ccccc23)CC1	-8	11	-8	12	-1	-12	-0.8	-1	0.3
CCOc1ccc(C(C)=O)cc1CC(C(N)=O)C(N)=O	-1	-3	-5	12	1	1	-0.2	-6	0.9
